MITF TRPM1 inh: inhibitors of MITF-dependent TRPM1 promoter reporter, primary screen, cell-based, SK-MEL-5, single point, luciferase. AID 488899, 2010. SK-MEL-5 TRPM1 promoter luciferase, 24 h. inhibition, % at 12.5 µM. 330,000 compounds, 0.83% hits;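 active = mean inhibition across replicates of 60% or more, whatever share of single replicates reaches that level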; note: values of inactives mirror those of a sister screen read the other way
hiPSC survival: enhancers of single-cell hiPSC survival, primary screen, ATPlite luminescence. 100% = ROCK inhibitor wells, 0% = DMSO. survival enhancement, % at 20 µM. 360,000 compounds, 0.044% hits. AID 602274, 2012; in the data active = survival enhancement above about 18%;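 note: cells exposed to compounds for 16 hours before the ATP read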
NR2E3 ag-1: NR2E3 agonists in two-hybrid cells, primary screen, cell-based, luminescence, CHO-S, Gal4-NCOR/VP16-NR2E3; luciferase; 360,000 compounds, 0.35% hits; inhibition of corepressor binding, % at 3.98 µM; AID 602229, 2012;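 active = inhibition above the mean of all tested compounds plus 3 SD, cut at about 70% in these data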;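 note: 0% = DMSO with NR2E3 transfected cells and 100% = cells lacking NR2E3 construct; higher means lower luciferase signal from less NR2E3 corepressor binding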
Target sequence (Q9Y5X4 whole entry, looked up, the tested form may be a part): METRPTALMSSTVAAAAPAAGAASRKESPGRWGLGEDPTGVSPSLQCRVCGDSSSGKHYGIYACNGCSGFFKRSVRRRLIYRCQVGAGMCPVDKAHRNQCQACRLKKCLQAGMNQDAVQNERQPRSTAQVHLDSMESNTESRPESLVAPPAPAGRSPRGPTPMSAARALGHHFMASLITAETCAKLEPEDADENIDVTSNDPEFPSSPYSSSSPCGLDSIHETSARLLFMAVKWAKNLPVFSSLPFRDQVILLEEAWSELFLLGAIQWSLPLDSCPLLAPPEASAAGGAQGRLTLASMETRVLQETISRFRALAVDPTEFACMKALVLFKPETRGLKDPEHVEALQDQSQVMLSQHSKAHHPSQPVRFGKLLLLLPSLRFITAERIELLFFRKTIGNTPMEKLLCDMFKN
NR2E3 ag-2: inhibitors of NR2E3-RetCOR corepressor binding, primary screen, NR2E3 agonist project, biochemical, TR-FRET, GST-NR2E3, biotin-RetCOR; Photoreceptor-specific nuclear receptor (Homo sapiens), Q9Y5X4; 1536-well; inhibition of corepressor binding, % at 4.78 µM; 320,000 compounds, 0.12% hits; AID 2300, 2010;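 active = percent inhibition above the cutoff of mean plus 3 SD of all tested compounds, set per screening campaign, cut at about 20% in these data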;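 note: 0% = DMSO wells and 100% = biotin wells as full block of FRET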
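Assay system: NR2E3–RetCOR corepressor complex. Quantity: 1.35 nM GST-NR2E3. Buffer or medium: pH 7.5 Tris-based buffer. Reagent: biotinylated RetCOR corepressor at 7 nM final. Schedule: 5 h at 4 °C. Detection: TR-FRET, emission read at 617 and 671 nm. Replicates: one well per compound, singlicate testing.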
HIF-2a inh: HIF-2a reporter inhibitors, primary screen, luminescence, 786-0 RCC cells | 786-0 RCC cells HIF-2a reporter, luciferase luminescence, overnight | inhibition, % at 18.8 µM | 360,000 compounds, 0.72% hits | AID 624352, 2012;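 active = inhibition of the luminescence signal of 40% or more relative to plate controls, in a single-dose primary screen at 18.75 µM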
CF NFkB block: inhibitors of PAF-induced NF-kB signaling, primary screen, cell-based, GFP fluorescence, uHTS. KKLEB NF-kB-GFP reporter, GFP fluorescence overnight. inhibition, % at 5 µM. 360,000 compounds, 0.86% hits;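 active = at least 50% inhibition at 5 µM, scaled per plate between neutral and stimulator controls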;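 note: PAF is a Pseudomonas aeruginosa culture filtrate used as stimulus; plate controls were PAF-stimulated DMSO wells for no effect and unstimulated DMSO wells for full effect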
TWEAK Fn14 block: inhibitors of TWEAK-Fn14 signaling, primary screen, luciferase reporter cells, uHTS | TWEAK-stimulated Fn14 reporter cells, luciferase luminescence, 8 h | inhibition, % at 10 µM | 360,000 compounds, 2% hits; in the data active = inhibition above about 50%
aDG glyco up: activators of alpha-DG glycosylation, primary screen, uHTS, Pro5-aDG cells, AlphaScreen; alpha-DG glycosylation AlphaScreen (IIH6); 0% Pro5, 100% B10-LARGE cell signal; activation, % at 10 µM; 360,000 compounds, 0.22% hits; AID 624168, 2012;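 active = activation of at least 8% versus controls, or a plate z-score of at least 8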;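 note: Pro5 are CHO cells carrying HIG-tagged alpha-DG that lacks glycosylation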
Peg3 prom inh: Peg3 promoter-driven luciferase inhibitors, primary screen, cell-based, HeLa, luciferase luminescence; inhibition, % at 20 µM; 360,000 compounds, 1.7% hits; HeLa PEG-Prom luciferase reporter, overnight; AID 588405, 2011;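 active = inhibition of at least 50% at 20 µM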
KKLEB tox: cytotoxicity in KKLEB CF airway cells, primary screen, cytotoxicity control for CF NF-kB inhibitor project, cell-based, uHTS, fluorescence assay plates. AID 602141, 2011. KKLEB CF airway cells viability, ATPlite luminescence, overnight; active compounds read low; cells stimulated with P. aeruginosa culture filtrate. activity change (cytotoxicity), % at 5 µM. 360,000 compounds, 0.36% hits;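 active = corrected activity change at or below -50% at 5 µM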
Shn3 inh set2: reduction of Shn3 3'UTR firefly luciferase signal, primary screen, Schnurri-3 inhibitor project, cell-based, Clone20 osteoblasts, set 2; Clone20 osteoblast Shn3 3'UTR firefly luciferase, 24 h; inhibition, % at 12.5 µM; 360,000 compounds, 0.52% hits;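 active = mean inhibition of at least 75% with every replicate also reaching 75%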;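 note: 0% = median of neutral control wells and 100% = pilot-screen positive control compound; some compounds past the cut are filed as inactive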
Starred values were filed as active, the others as inactive; . = no result given; & = joins results of further samples.

Every second line gives: MITF TRPM1 inh, hiPSC survival, NR2E3 ag-1, NR2E3 ag-2, HIF-2a inh, CF NFkB block, TWEAK Fn14 block, aDG glyco up, Peg3 prom inh, KKLEB tox, Shn3 inh set2
COc1ccc(CC(=S)NCCc2ccccc2)cc1
    -11, -0.1, -31, 0, -37, 14, 5, 0.1, -26, 4, -18
CCc1nc2ccc(C(=O)NCCCn3ccnc3)cn2c1N(C)C(=O)c1cccc(OC)c1
    ., -0.5, 21, ., 13, -11, 4, -0.2, 6, 17, -25
CCN1C(=O)c2cccc3c(NC(=O)C4CCCCC4)ccc1c23
    9, 0.5, -10, 2, -32, -48, -4, 0.1, 9, 5, 15
CN(C)S(=O)(=O)c1cccc(NC(=O)c2n[nH]c(=O)c3ccccc23)c1
    1, -1.0, -13, 0, -10, 6, 12, -0.2, 14, 8, -6
COC(=O)c1sc(NC(=S)NC(=O)c2ccccc2C)nc1C
    -7, -2.8, -22, 9, -244, -8, -26, 0.6, -194, 0, -29
O=C(CN1CCN(C(=O)CNC(=O)c2ccc3c(c2)OCO3)CC1)Nc1ccccc1Cl
    4, -1.1, -3, 6, 8, 10, -5, 0.0, 8, 0, 1
Cc1cccc2cc3c(NC(=O)c4ccccn4)nn(C)c3nc12
    5, 0.6, -15, 1, 8, 5, 12, 0.6, 18, -7, 9
C/C(=N\NC(=O)c1ccc(CN(C)S(=O)(=O)c2ccc(C)cc2)cc1)c1ccc(OC(F)F)cc1
    18, -0.3, -12, -1, 8, -1, 23, 0.0, 16, 8, 11
C/C(=N/NC(=S)Nc1ccccc1)c1ccc2c(c1)OCO2
    -12, 0.5, -32, -1, -142, -34, -46, -0.3, -135, 21, -32
COC(=O)C1=C(C)N(CCc2cc(OC)c(OC)c(OC)c2)C(=O)N[C@H]1c1ccccc1
    -9, 0.3, -43, 6, 0, 10, -19, 1.2, 5, -8, 6
O=C(NC1CC1)C1=C[C@@H](c2c[nH]c3ccccc23)C[C@@H](OCCCCO)O1
    17, -1.1, 9, 1, -4, -25, -5, -0.1, -3, 14, 3
Cc1ccc(-c2csc(NC3OC(=O)c4ccccc43)n2)cc1 (stereo not given)
    31, -0.4, -1, 0, 2, 81*, 86*, 1.0, 44, 1, 23
CCN(CC)C(=O)NCc1c(C)cc(C)cc1C
    4, -0.3, -8, 0, 6, 3, 2, 47*, -2, 16, -20
COc1nc(Oc2ccc(C(=O)OCC(N)=O)cc2)nc(N(C)C)n1
    -5, -1.2, -3, 1, -19, -5, -12, 0.0, 5, -6, 15
CCc1nnc(NC(=O)CSc2nc3ccccc3c(=O)n2CCCOC)s1
    18, 1.2, -28, -1, 14, -16, 3, 0.1, 17, 2, -17
O/C(=C\c1ccc2ccccc2n1)c1ccncc1
    -21, -3.3, -147, -2, -242, -42, -15, 0.3, -170, 5, -104
CC(CCc1ccccc1)NC(=O)CN1C(=O)NC2(CCCCC2C)C1=O (stereo not given)
    2, -0.4, 6, -1, 6, 4, 9, -0.1, 9, 1, -12
O=C(NC(=S)Nc1ccc(S(=O)(=O)Nc2nccs2)cc1)C1CC1
    -9, -0.4, 11, 2, 13, -8, 2, 0.1, 16, -2, 11
CCc1cc(=O)[nH]c(SCC(=O)N2CCC(Cc3ccccc3)CC2)n1
    4, -0.6, -26, -3, 15, -33, 12, 0.2, 10, 8, 3
Cc1cc(C(=O)N=Nc2c(O)n(C(C)C)c3ccccc23)n[nH]1
    -17, -1.4, -8, 2, -37, 6, 18, -0.3, -21, 0, 7
O=C(NNC(=O)c1csc(-c2cccnc2)n1)c1ccccc1
    -13, 0.1, -22, 3, -50, -2, -7, 0.1, -50, -2, 9
COc1ccc(-c2nc(C=O)cs2)cc1
    0, -0.2, -56, 1, -61, -22, 0, -0.1, -45, -4, 6
O=C(Nc1ccc(C(=O)O)cc1)Nc1cccc2ccccc12
    -6, -0.1, -13, 4, 15, -2, -1, 0.4, 0, 9, 0
CNc1ccc(SC#N)cc1
    6, -0.2, 2, -4, -1, -38, -7, -0.2, -11, 3, -8
CCCC[n+]1ccn(-c2nc3ccccc3nc2[N-]S(=O)(=O)c2cccs2)c1
    10, -0.6, -6, -5, 22, -54, -13, 0.0, 30, 14, 46
COC(=O)C1C2CCC(C2)C1C(=O)OCC(=O)c1ccc(C)cc1 (stereo not given)
    -15, -1.5, 3, 1, -14, -6, -10, 0.1, -27, 4, -18
C=C(C)c1cccc(C(C)(C)NC(=O)Nc2ccc(OC)nc2)c1
    2, 0.1, 28, 3, -8, -11, 2, -0.2, 14, 12, 6
O=C(COC(=O)COc1ccc(Cl)cc1Cl)NC1CC1
    -1, -0.4, 6, ., 12, 23, -1, -0.3, 9, 4, 1
O=C(NC(CC(=O)N1CCN(c2ccccc2)CC1)c1ccccc1)c1ccccc1Cl (stereo not given)
    5, -2.0, 1, 3, 11, 26, 11, 0.2, 14, -12, -8
Cn1c(=O)c(=O)n(C)c2cc(S(=O)(=O)N3CCCC3C(=O)NCc3cccnc3)ccc21 (stereo not given)
    2, -0.4, -36, 3, 9, -11, 12, -0.1, -5, 3, -1

A different layout for 8 compounds above:
| mol | MITF TRPM1 inh | hiPSC survival | NR2E3 ag-1 | NR2E3 ag-2 | HIF-2a inh | CF NFkB block | TWEAK Fn14 block | aDG glyco up | Peg3 prom inh | KKLEB tox | Shn3 inh set2 |
| --- | --- | --- | --- | --- | --- | --- | --- | --- | --- | --- | --- |
| COc1ccc(CC(=S)NCCc2ccccc2)cc1 | -11 | -0.1 | -31 | 0 | -37 | 14 | 5 | 0.1 | -26 | 4 | -18 |
| CCc1nc2ccc(C(=O)NCCCn3ccnc3)cn2c1N(C)C(=O)c1cccc(OC)c1 | . | -0.5 | 21 | . | 13 | -11 | 4 | -0.2 | 6 | 17 | -25 |
| CCN1C(=O)c2cccc3c(NC(=O)C4CCCCC4)ccc1c23 | 9 | 0.5 | -10 | 2 | -32 | -48 | -4 | 0.1 | 9 | 5 | 15 |
| CN(C)S(=O)(=O)c1cccc(NC(=O)c2n[nH]c(=O)c3ccccc23)c1 | 1 | -1.0 | -13 | 0 | -10 | 6 | 12 | -0.2 | 14 | 8 | -6 |
| COC(=O)c1sc(NC(=S)NC(=O)c2ccccc2C)nc1C | -7 | -2.8 | -22 | 9 | -244 | -8 | -26 | 0.6 | -194 | 0 | -29 |
| O=C(CN1CCN(C(=O)CNC(=O)c2ccc3c(c2)OCO3)CC1)Nc1ccccc1Cl | 4 | -1.1 | -3 | 6 | 8 | 10 | -5 | 0.0 | 8 | 0 | 1 |
| Cc1cccc2cc3c(NC(=O)c4ccccn4)nn(C)c3nc12 | 5 | 0.6 | -15 | 1 | 8 | 5 | 12 | 0.6 | 18 | -7 | 9 |
| C/C(=N\NC(=O)c1ccc(CN(C)S(=O)(=O)c2ccc(C)cc2)cc1)c1ccc(OC(F)F)cc1 | 18 | -0.3 | -12 | -1 | 8 | -1 | 23 | 0.0 | 16 | 8 | 11 |

The listing continues.
Every second line gives: MITF TRPM1 inh, hiPSC survival, NR2E3 ag-1, NR2E3 ag-2, HIF-2a inh, CF NFkB block, TWEAK Fn14 block, aDG glyco up, Peg3 prom inh, KKLEB tox, Shn3 inh set2
O=C(c1ccco1)N1CCN=C1SCc1cccc(F)c1
    -13, -0.3, -21, 0, -13, 17, 1, 0.0, -35, -14, 0
CCOC(=O)CNS(=O)(=O)c1ccc(C)cc1
    -3, -2.1, -13, -2, 8, -1, -1, -0.2, 4, -10, 13
Clc1ccc(-n2c(SCc3nc4ccccc4[nH]3)nnc2-c2ccncc2)cc1
    8, -2.1, 9, 7, -11, -1, 0, 0.2, 9, -15, -16
O=C(Cc1cc(=O)[nH][nH]1)N/N=C/c1cccc(Cl)c1Cl
    -6&2, -2.1&-0.7, -9&-10, 7&-1, 4&10, 12&6, -11&-16, 0.0&-0.3, 3&10, -5&4, -7&-44
NS(=O)(=O)c1ccc(NC(=S)NCc2ccccc2Cl)cc1
    -3, 0.2, -14, -2, 16, -4, 4, 0.0, 12, 5, 19
COC(=O)c1cc(-c2cccc(OC)c2)n[nH]1
    -26, -0.8, -42, -6, -87, -1, -8, 0.2, -106, -8, -22
COC(=O)c1sccc1NC(=S)N1CCN(c2ccccc2F)CC1
    6, -0.4, 16, 1, -19, 21, -18, 0.2, 10, -6, 9
Cc1ccc(S(=O)(=O)/N=C(\N)c2ccc(Cl)cc2)cc1
    1, -0.1, -25, ., 4, 15, 20, 0.3, 4, 0, 31
Cn1c(SCC(=O)NNC(=S)Nc2ccccc2)nnc1-c1ccccc1
    -3, -0.8, 17, -1, 19, -4, 10, 0.1, 14, -6, 18
CCn1c(SC2CCOC2=O)nnc1-c1ccc(Cl)cc1 (stereo not given)
    2, -1.0, -42, -1, 7, 7, -5, 0.0, 16, -3, 0
COc1cc(/C=C2/C(=N)N3N=C(CC(=O)N4CCOCC4)SC3=NC2=O)ccc1OCc1ccc(F)cc1
    -73, -0.4, -63, 1, 13, -4, -17, 0.0, -221, -2, -97
O=C(NCCc1ccccc1)c1cc(-c2ccc3c(c2)OCO3)on1
    -16, -2.5, -26, -4, -27, 13, -22, -0.1, -23, -23, 1
Cc1cccc(NC(=O)CCC(=O)N/N=C/c2ccc(O)cc2O)c1
    4, -0.5, -33, 2, 17, 21, -3, -0.3, 19, -5, -53
